# Screens from PubChem BioAssay.
# TcdB inh = TcdB glycohydrolase inhibitors, primary screen, biochemical, single point, plate reader; Toxin B (Clostridioides difficile), P18177; TcdB glycohydrolase enzymatic assay; inhibition, % at 9.99 µM; 350,000 compounds, 0.24% hits; in the data active means inhibition above about 10%
# BoNT-F LC inh = BoNT/F light chain protease inhibitors, primary screen, biochemical, flow cytometry, MLPCN library; inhibition, % at 10 µM; 360,000 compounds, 0.22% hits; Multiplex microsphere protease cleavage assay; Botulinum neurotoxin type F light chain protease (Clostridium botulinum); in the data active means inhibition above about 35%, passing the limit was not always enough; inconclusive means no clear call, values can overlap the other calls; further: plate controls were buffer without enzyme for full effect and enzyme alone for no effect
# PfHsp40 yeast = rescue of yeast from PfHsp40 toxicity, primary screen, S. cerevisiae, ATP luminescence | growth rescue, % at 12.5 µM | 340,000 compounds, 0.68% hits | S. cerevisiae expressing PfHsp40, growth rescue; in the data active means growth rescue above about 28%, passing the limit was not always enough; inconclusive means no clear call, values can overlap the other calls;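 further: yeast W303a lacking pdr1 and pdr3 grown in galactose medium; growth measured after three days at 30 °C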
# BoNT A protease = BoNT/A light chain protease inhibitors, primary screen, biochemical, flow cytometry, MLPCN library; Botulinum neurotoxin type A light chain protease (Clostridium botulinum A str. ATCC 3502); inhibition, % at 10 µM; multiplex microsphere protease substrate cleavage; 360,000 compounds, 0.17% hits; further: plate controls were buffer without enzyme for full effect and enzyme alone for no effect
# PrPC TRFRET = inhibitors of human cell surface prion protein PrPC, primary screen, cell-based, TR-FRET | TR-FRET read-out | inhibition, % at 13.8 µM | 370,000 compounds, 0.43% hits | AID 720596, 2013; in the data active means inhibition above about 24%; further: 0% = median of the test wells and 100% = reference compound wells
# Yp Topo-I inh = Yersinia pestis topoisomerase I inhibitors, primary screen, biochemical, cleavage product accumulation, plate reader, single point | Y. pestis Topo-I cleavage product accumulation | activity, % at 10 µM | 360,000 compounds, 0.064% hits | AID 504884, 2011; in the data active means activity above about 50%, passing the limit was not always enough; inconclusive means no clear call, values can overlap the other calls; further: inactives centre near 2
# CCHFV vOTU inh = CCHFV vOTU protease inhibitors, primary screen, biochemical, Pep-AMC substrate, fluorescence. Crimean-Congo hemorrhagic fever virus L polyprotein viral ovarian tumor (vOTU) protease …. inhibition, % at 11.5 µM. 370,000 compounds, 0.55% hits. AID 651958, 2012; in the data active means inhibition above about 30%; further: 0% = vehicle wells with enzyme and 100% = no enzyme wells
# Anthrax LF prot = Bacillus anthracis LF protease inhibitors, primary screen, biochemical, multiplex microsphere, MLPCN library; Lethal factor (Bacillus anthracis), P15917; multiplex microsphere protease cleavage assay; inhibition, % at 10 µM; 360,000 compounds, 0.12% hits; further: plate controls were buffer without enzyme for full effect and enzyme alone for no effect
# Target sequence (P15917 whole entry, looked up): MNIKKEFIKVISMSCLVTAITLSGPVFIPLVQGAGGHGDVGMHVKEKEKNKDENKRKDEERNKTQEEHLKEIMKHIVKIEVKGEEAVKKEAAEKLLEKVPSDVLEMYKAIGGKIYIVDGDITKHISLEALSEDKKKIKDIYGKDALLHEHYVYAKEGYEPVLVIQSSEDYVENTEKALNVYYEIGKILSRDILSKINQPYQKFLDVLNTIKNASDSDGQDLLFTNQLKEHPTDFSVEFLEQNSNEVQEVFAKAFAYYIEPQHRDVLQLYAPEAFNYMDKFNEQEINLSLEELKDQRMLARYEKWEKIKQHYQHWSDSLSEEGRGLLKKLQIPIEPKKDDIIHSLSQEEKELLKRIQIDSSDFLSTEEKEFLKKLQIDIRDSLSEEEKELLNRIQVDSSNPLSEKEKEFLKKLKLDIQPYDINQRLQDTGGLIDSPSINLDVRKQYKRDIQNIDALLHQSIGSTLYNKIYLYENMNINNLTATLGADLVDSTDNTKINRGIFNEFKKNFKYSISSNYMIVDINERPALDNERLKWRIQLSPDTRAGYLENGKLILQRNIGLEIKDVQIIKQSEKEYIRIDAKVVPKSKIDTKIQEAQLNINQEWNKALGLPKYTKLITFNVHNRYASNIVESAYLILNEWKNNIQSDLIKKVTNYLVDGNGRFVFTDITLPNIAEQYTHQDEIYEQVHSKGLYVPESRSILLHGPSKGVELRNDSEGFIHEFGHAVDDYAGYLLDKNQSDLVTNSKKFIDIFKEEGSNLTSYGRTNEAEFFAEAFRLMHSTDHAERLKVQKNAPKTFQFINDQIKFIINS
# FadD28 binding = inhibitors of FadD28 bisubstrate probe binding, primary screen, biochemical, fluorescence polarization, single point; inhibition, % at 12.5 µM; 360,000 compounds, 0.22% hits; in the data active means inhibition above about 8.5%, passing the limit was not always enough; inconclusive means no clear call, values can overlap the other calls
# Active calls of the source: *; ? = inconclusive; / = no result given; & = joins results of further samples. Unless noted, no stated cut-off is given here; in the data, active means inhibition above about 30%; inconclusive means no clear call, values can overlap the other calls; inactive means below that.
SMILES,TcdB inh,BoNT-F LC inh,PfHsp40 yeast,BoNT A protease,PrPC TRFRET,Yp Topo-I inh,CCHFV vOTU inh,Anthrax LF prot,FadD28 binding
CC(=O)NC(NC(C)=O)c1ccc(N(C)C)cc1,/,-11,0.6,-2.0,3,-2,9,3,-1.1
Cc1c(C(=O)NCc2c(F)cc(F)cc2F)oc2ccc(S(=O)(=O)N3CCOCC3)cc12,2.0,-6,0.5,-2.3,2,23,-7,-1,-1.2
Nc1ccc2c(O)cc(S(=O)(=O)O)cc2c1,2.0,-14,7.0,-1.1,-20,-8,52*,-12,-0.4
COc1ccc(C(=O)O)cc1S(=O)(=O)Nc1cccc(C)c1,/,14,-0.5,3.6,0,7,-2,3,-0.2
CC(C)(C)[C@H](N)C(=O)N[C@H]1CCC2C3CC=C4C[C@@H](O)CC[C@]4(C)C3CC[C@@]21C (stereo not given in full),0.7,-10,-1.5,0.6,13,1,14,-5,-6.6
CC1CCC(C(C)C)C(OC(=O)Cn2c(-c3ccccc3)[n+](C)c3ccccc32)C1 (stereo not given),1.8&-0.1,-7&-9,-0.7&0.9,0.6&0.2,20&20,30&7,12&18,-2&-4,0.2&-2.0
CCCCN(C(=O)C1CSC2(C)CCC(=O)N12)c1c(N)n(CC(C)C)c(=O)[nH]c1=O (stereo not given),3.6,8,-1.3,0.3,2,7,-10,7,-3.5
O=C(CCCc1ccccc1)NCCS(=O)(=O)N1CCN(c2ccccc2)CC1,-0.3,-15,/,-1.3,3,5,0,-5,-4.6
C1CCC2(CC1)C1=C(CCCC1)Nc1nnnn12,/,-7,-1.7,-4.3,1,-4,-3,-5,-4.6
Cc1ccc(NC(=O)Nc2ccc(F)cc2)cc1Cl,1.8,6,-0.3,0.0,6,-18,-4,0,1.7

# A different layout for some results above:
> C1CCC2(CC1)C1=C(CCCC1)Nc1nnnn12
  TcdB inh = /; BoNT-F LC inh = -7; PfHsp40 yeast = -1.7; BoNT A protease = -4.3; PrPC TRFRET = 1; Yp Topo-I inh = -4; CCHFV vOTU inh = -3; Anthrax LF prot = -5; FadD28 binding = -4.6
> COc1ccc(C(=O)O)cc1S(=O)(=O)Nc1cccc(C)c1
  TcdB inh = /; BoNT-F LC inh = 14; PfHsp40 yeast = -0.5; BoNT A protease = 3.6; PrPC TRFRET = 0; Yp Topo-I inh = 7; CCHFV vOTU inh = -2; Anthrax LF prot = 3; FadD28 binding = -0.2

# Continuation:
SMILES,TcdB inh,BoNT-F LC inh,PfHsp40 yeast,BoNT A protease,PrPC TRFRET,Yp Topo-I inh,CCHFV vOTU inh,Anthrax LF prot,FadD28 binding
Cc1nc2ccccc2nc1OCC(=O)NCc1ccc2c(c1)OCO2,/,-61,-1.1,-3.7,-3,2,7,-4,-0.2
COc1ccc(NC(=O)CC2(CC(=O)N3CCOCC3)CCCC2)cc1Cl,0.1,6,0.4,-0.7,2,-2,-1,11,-1.7
CCC(C)Sc1ccc([C@H]2N[C@@](C)(C(=O)OC)[C@H]3C(=O)N(CC)C(=O)[C@@H]23)cc1OC (stereo not given in full),0.1,-3,-1.0,-0.3,1,5,4,-10,-0.4
Cc1ccc(NC(=O)C2CCCN2C(=O)Oc2ccccc2)cc1C (stereo not given),/,7,0.4,5.5,-4,16,-3,0,-3.8
Cc1ccc(S(=O)(=O)N(C)CCCC(=O)Nc2ccncc2)cc1,0.4,-7,-1.8,-0.7,6,3,1,-2,-0.5
Cc1ccc(S(=O)(=O)N2CCN(CCNC(=O)C(=O)NCc3ccccc3)CC2)cc1,-0.2,-18,-1.0,-1.3,4,15,7,-4,-2.3
CCN(CC)S(=O)(=O)c1ccc(Oc2ccccc2OC)cc1,-0.5,-11,1.2,0.0,2,-2,6,-2,-2.5
Cc1ccccc1-c1cc2nc(Oc3cccc(F)c3)n(C)c(=O)c2s1,0.1,-3,/,-0.3,2,13,-10,0,-4.0
CC1(OC(=O)CCc2ccccc2)C(=O)C=C2C=C(c3ccc(C#N)cc3)N(c3ccccc3)C=C2C1=O (stereo not given),-1.1,-24,-1.5,2.7,0,-6,16,-4,-0.6
COc1ccc(N2C(=O)CC(N3CCN(Cc4ccc5c(c4)OCO5)CC3)C2=O)cc1 (stereo not given),1.3,0,-0.1,-0.1,1,-6,1,-2,-2.9
CC(C)C[C@@H](CN1CCC[C@H]1CN1C(=O)C(=O)NC[C@@H]1Cc1ccc(O)cc1)N1C[C@H](Cc2ccc(O)cc2)N(CC2CCCCC2)C(=O)C1=O,0.6,2,/,-0.9,5,/,6,1,/
CCN(CC)C(=O)c1ccc2c(=O)n(Cc3ccc4c(c3)OCO4)c(=S)[nH]c2c1,0.4,-26,5.0,-3.6,-5,1,-10,-14,-2.5
CCS(=O)(=O)N1CCN(C(=O)c2cccc(OC)c2)CC1,/,12,-1.8,0.0,2,6,14,4,-2.3
COCCNC(=O)CCN1N=C(c2ccccc2)CCC1=O,1.0,7,-1.0,-0.8,2,-14,-5,-1,-2.3
COc1cccc(C(=O)Oc2cc(-c3ccccc3)no2)c1,/,1,-0.1,0.2,-8,-2,-2,-2,-2.2
Cc1ccc(/C=C/C(=O)Nc2ccc(S(=O)(=O)Nc3cc(C)nc(C)n3)cc2)cc1,1.7,5,-0.4,0.9,-9,5,14,-2,-4.3
O=C1/C(=C\c2ccc(O)cc2)CCC1CNc1ccc(Cl)cc1 (stereo not given),0.6,-3,-0.3,0.1,2,1,3,-1,-1.3
CCC(C(=O)N1CCC(C(N)=O)CC1)n1nc(C)n2c(cc3occc32)c1=O (stereo not given),-1.7,8,-0.7,0.4,-5,1,14,-6,-3.7
CCOc1cc(/C=C/C(=O)c2ccc(OC)c(CN3CCOCC3)c2)cc(Br)c1O,1.8,5,-0.4,0.8,-11,10,-2,2,0.8
CCOC(=O)N1CCN(C(=O)c2ccc3c(=O)n(CCC4=CCCCC4)c(=O)[nH]c3c2)CC1,/,5,1.3,1.5,-3,6,6,-3,-1.2
Cc1nc(-c2ccc(NC(=O)CC(C)C)cc2)cs1,/,-29,-0.1,-0.6,4,1,-2,3,-0.1
CCOC(=O)c1cnc(SCC(=O)c2ccc3c(c2)OCCO3)nc1N,/,-4,-1.6,1.5,-1,12,0,0,0.0
CCCCN(C(=O)/C=C/c1ccccc1)C1CCS(=O)(=O)C1 (stereo not given),4.0,12,1.4,1.8,-9,2,-8,-5,-0.6
CCc1ccc(/C(C)=N/NS(=O)(=O)c2ccc(OC)cc2)s1,-0.2,1,1.8,1.7,-11,6,-1,0,-3.5
CCOc1cc(NS(=O)(=O)c2ccc(NC(C)=O)cc2)c(OCC)cc1NC(=O)c1cccs1,/,-5,0.1,-0.4,-4,24,-1,-2,-0.3
CNC(C)C(=O)NC(C(=O)NC(C)C(=O)NNc1ccccc1)C(C)C (stereo not given),-1.1,2,/,-0.1,9,-3,5,-2,0.1
CN1CC(C(=O)O)Cc2c1ccc1ccccc21 (stereo not given),-1.6,-2,0.9,0.9,-18,1,-70,-7,-2.5
Cc1ccc(NC(=O)CN2CCN(C(=O)c3ccco3)CC2)cc1S(=O)(=O)N(C)C,0.9,2,-0.8,-0.4,7,3,0,12,-4.1
COc1ccc(Cn2c(=O)[nH]c3cc(C(=O)NCCCN4CCCC4)ccc3c2=O)cc1,/,-10,0.1,-1.2,-6,3,7,-6,-4.2
C=CCn1c(SCC(=O)N(C)C2CCS(=O)(=O)C2)nc2ccccc2c1=O (stereo not given),1.7,0,-0.1,-0.4,2,-3,-9,-2,0.4
CC(=O)N(C)C[C@H]1Oc2cc(Br)ccc2S(=O)(=O)N([C@H](C)CO)C[C@@H]1C,1.1&-1.0&-0.5,0,/,0.5,-3,-3,-2,-2,-1.5
CN(C)C(=O)C[n+]1ccc(/C=N/O)cc1,1.1,-2,0.6,0.1,-13,3,5,-2,-2.3
O=C(Nc1ccc(F)cc1F)NC1CC1,-1.3,0,-1.2,-0.4,-1,-1,22,0,-1.4
N#C/C(=C/c1ccc(OCc2ccccc2)cc1)C(=O)NC1CCCCC1,/,-8,-1.8,0.3,-1,2,6,3,0.4
Cn1c(SCC(=O)c2ccccc2)nnc1-c1ccco1,/,8,0.8,-0.5,5,-7,8,2,-2.4
C/C(=C\C(=O)c1ccccc1)NNc1nc2ccccc2s1,/,25,0.0,1.3,-4,-1,11,-3,-3.2
CCOc1ccc(NC(=O)c2ccc3c(=O)n(-c4ccc(OC)cc4OC)c(=S)[nH]c3c2)cc1,1.2,-4,-0.2,-1.8,16,6,-9,-4,-2.4
COc1ccc(OCCNC(=O)c2cc(C3CC3)nc3c2cnn3C(C)C)cc1,0.1,-1,0.1,1.8,2,13,4,-4,-0.7
O=C(NCCCCC(NC(=O)c1ccc([N+](=O)[O-])cc1)C(=O)O)c1ccc([N+](=O)[O-])cc1 (stereo not given),/,-4,0.1,-0.4,-36,-5,-8,5,1.5
Cc1ccc(/C(N)=N/OC(=O)c2ccco2)cc1,/,-6,-0.5,-1.4,9,10,-3,1,-2.9
COc1nc(N(C)S(=O)(=O)c2ccc(C)cc2)nc(C)c1Br,-4.3,/,0.6,/,7,12,-9,/,-1.0
CCN(CC)S(=O)(=O)c1ccc(NS(=O)(=O)c2ccc(F)cc2)cc1,/,-2,0.7,-0.1,0,-2,13,1,-2.1
CCn1nnc2cc(C(=O)Nc3ccc(C(=O)OC(C)C)cc3)ccc21,3.7,-6,3.4,0.7,-8,4,15,-2,-3.7
O=C1CC(c2cccc(Cl)c2)CC(O)=C1C=Nc1cccc(Cl)c1 (stereo not given),/,-8,-0.4,-0.4,0,6,-16,-2,-1.3
C=CCNc1cc(N2CCCC2)ccc1[N+](=O)[O-],1.1,2,-0.1,0.2,-21,2,-1,-4,-0.2
CCCCC(=O)NNC(=S)NC(=O)CCC,/,-26,-0.7,-1.2,0,-5,8,-2,-2.5
Cc1ccc2c(NC(=O)c3ccco3)cccc2n1,2.8,-11,-0.3,-0.9,1,-6,8,6,0.9
Cc1csc(=O)n1CC(=O)OCC(=O)Nc1ccc(Cl)cc1F,-0.9,9,-1.4,3.3,4,13,-14,2,-0.1
CCOc1ccc(CCN2C(=O)c3cccnc3C2=O)cc1OCC,2.9,2,0.9,0.3,-5,-6,-12,0,-0.4
CN1C(=O)NC(=O)C1c1ccccc1 (stereo not given),1.2,5,-1.2,0.1,-2,3,7,-8,-2.7

# (more compounds)
SMILES,TcdB inh,BoNT-F LC inh,PfHsp40 yeast,BoNT A protease,PrPC TRFRET,Yp Topo-I inh,CCHFV vOTU inh,Anthrax LF prot,FadD28 binding
COCCCNC(=O)CCCn1c(=O)c2ccccc2n(CC(=O)Nc2c(C)cccc2C)c1=O,/,-7,-1.1,-1.0,-4,-6,1,0,-0.7
Cc1cccc(NC(=O)c2onc3c2CCCC3)n1,0.4,11,-1.1,0.8,-1,10,3,4,-4.6
O=C(Cc1cccs1)NCc1ccc2c(c1)OCO2,/,4,0.9,-1.2,2,3,-9,3,0.1
COc1cccc(Nc2nc(C(C)N)cs2)n1 (stereo not given),1.9,-10,/,-0.2,-4,-10,-1,-11,0.8
COc1ccc(C(=O)c2c3ccc(C(F)(F)F)cc3[n+]([O-])n2CCCN)cc1,0.6,3,0.6,1.1,-14,2,14,-5,-2.9
CCOC(=O)/C=C1\SCC(=O)N1CC(=O)NC12CC3CC(CC(C3)C1)C2,/,?,0.5,1.3,3,8,8,4,0.0
COc1ccc(C(=O)Nc2ccc(N3CCN(C(=O)c4cccs4)CC3)cc2)cc1Br,2.5,-8,-0.1,2.1,5,10,14,-1,-5.9
O=C(CNC(=O)c1ccc(S(=O)(=O)N2CCCC2)cc1)N/N=C/c1ccc(F)cc1,0.2,-1,-0.2,0.5,-10,1,0,0,-1.2

# No enrichment for hits; overall some 2.3% were active at least once.
